# Assay outcomes as filed in PubChem.
# PfHsp40 rescue – compounds rescuing yeast from Plasmodium falciparum HSP40 toxicity; S. cerevisiae expressing PfHsp40, growth rescue, ATP luminescence; growth rescue, % at 12.5 µM; AID 504582; hit rate 0.68% among 340,000; in the data active = growth rescue above about 28%, passing the limit was not always enough; inconclusive = no clear call, values can overlap the other calls;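 note: yeast W303a lacking pdr1 and pdr3 grown in galactose medium; growth measured after three days at 30 °C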
# SSB-PriA inh – K. pneumoniae PriA-SSBct interaction inhibition; AlphaScreen SSBct-PriA binding, biotinylated peptide; inhibition, % at 33 µM; hit rate 0.6% among 430,000; AID 1272365; in the data active = inhibition mostly above about 37%, no sharp cut-off; inactive = mostly below about 20%;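 note: plate controls were negative control peptide for no effect and reference peptide for full effect; strong numbers were not always called active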
# Y pestis TopoI – Y. pestis Topo-I inhibition via cleavage products; Y. pestis Topo-I cleavage product accumulation, plate reader; activity, % at 10 µM; hit rate 0.064% among 360,000; AID 504884; in the data active = activity above about 50%, passing the limit was not always enough; inconclusive = no clear call, values can overlap the other calls; note: inactives centre near 2
# CCHFV vOTU inh – blocks the CCHF virus ovarian tumor domain protease | CCHFV vOTU protease, Pep-AMC fluorescence | AID 651958 | inhibition, % at 11.5 µM | hit rate 0.55% among 370,000; in the data active = inhibition above about 30%; note: 0% = vehicle wells with enzyme and 100% = no enzyme wells
# Anthrax LF prot – anthrax lethal factor protease inhibition | multiplex microsphere protease cleavage assay, LF | inhibition, % at 10 µM | hit rate 0.12% among 360,000 | AID 588501; note: plate controls were buffer without enzyme for full effect and enzyme alone for no effect
# Target sequence (P15917 whole entry, looked up): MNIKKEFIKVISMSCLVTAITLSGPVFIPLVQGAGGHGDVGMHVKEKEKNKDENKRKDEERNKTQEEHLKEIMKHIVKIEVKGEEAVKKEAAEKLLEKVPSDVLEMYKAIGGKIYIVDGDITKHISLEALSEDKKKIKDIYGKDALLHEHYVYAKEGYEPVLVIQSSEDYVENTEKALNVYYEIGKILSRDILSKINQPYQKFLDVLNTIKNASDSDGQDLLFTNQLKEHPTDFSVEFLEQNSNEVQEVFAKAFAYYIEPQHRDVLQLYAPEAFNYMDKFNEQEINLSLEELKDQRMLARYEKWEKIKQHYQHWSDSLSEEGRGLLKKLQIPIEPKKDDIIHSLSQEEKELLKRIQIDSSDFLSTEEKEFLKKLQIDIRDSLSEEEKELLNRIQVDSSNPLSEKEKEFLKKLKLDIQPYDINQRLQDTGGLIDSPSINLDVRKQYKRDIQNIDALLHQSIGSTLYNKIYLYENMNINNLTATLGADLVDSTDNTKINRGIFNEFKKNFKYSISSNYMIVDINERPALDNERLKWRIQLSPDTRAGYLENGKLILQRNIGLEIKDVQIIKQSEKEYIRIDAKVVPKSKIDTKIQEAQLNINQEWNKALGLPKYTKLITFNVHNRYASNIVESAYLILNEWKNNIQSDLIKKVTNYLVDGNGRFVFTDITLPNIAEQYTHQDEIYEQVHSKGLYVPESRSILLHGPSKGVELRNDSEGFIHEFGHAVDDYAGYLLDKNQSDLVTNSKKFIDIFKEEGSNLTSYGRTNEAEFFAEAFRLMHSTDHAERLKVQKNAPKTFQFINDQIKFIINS
# VHR inh abs – inhibitors of human VHR1 phosphatase (DUSP3); recombinant VHR phosphatase, pNPP absorbance; inhibition, % at 13.3 µM; hit rate 0.52% among 290,000; AID 1654; P51452; in the data active = inhibition above about 50%; note: some compounds called inactive have numbers as strong as hits
# Target sequence (P51452 whole entry, looked up): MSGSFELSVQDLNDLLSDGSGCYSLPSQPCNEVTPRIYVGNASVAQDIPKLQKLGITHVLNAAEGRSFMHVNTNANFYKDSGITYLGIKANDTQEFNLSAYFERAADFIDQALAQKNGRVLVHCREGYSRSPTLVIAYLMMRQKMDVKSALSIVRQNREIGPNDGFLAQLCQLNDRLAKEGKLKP
# Vc quorum ag – inducers of Vibrio cholerae quorum light production without autoinducers; V. cholerae BH1578 lux reporter, luminescence, 6 h; activation, % at 18.7 µM; hit rate 0.16% among 350,000; AID 588436; in the data active = activation mostly above about 9.7%, no sharp cut-off; inconclusive = no clear call, values can overlap the other calls; inactive = mostly below about 3.7%; note: not every result past the cut was called active; inactives centre near 0; reference of the scale not given here
# TcdB GH inh – inhibitors of Clostridioides difficile toxin B glycohydrolase | P18177 | TcdB glycohydrolase enzymatic assay, plate reader | inhibition, % at 9.99 µM | hit rate 0.24% among 350,000 | AID 652162; in the data active = inhibition above about 10%
# BoNT-A LC inh2 – BoNT A light chain protease inhibition. multiplex microsphere protease substrate cleavage, flow cytometry. hit rate 0.17% among 360,000. inhibition, % at 10 µM; note: plate controls were buffer without enzyme for full effect and enzyme alone for no effect
# 3CLpro inhibitor – SARS-CoV 3CLpro protease inhibition | recombinant SARS-CoV 3CLpro, quenched FRET peptide cleavage | inhibition, % at 6 µM | hit rate 0.14% among 290,000; in the data active = inhibition above about 12%
# An asterisk follows results filed as active; i = inactive; u = inconclusive; x = no result given; & = joins results of further samples. Cut-off read from the data, not from the text of the source, unless noted: active = inhibition above about 30%; inconclusive = no clear call, values can overlap the other calls; inactive = below that. Only part of the results is shown, so the mix of outcomes need not match the whole.
# The line under a structure holds: PfHsp40 rescue	SSB-PriA inh	Y pestis TopoI	CCHFV vOTU inh	Anthrax LF prot	VHR inh abs	Vc quorum ag	TcdB GH inh	BoNT-A LC inh2	3CLpro inhibitor
1	COc1cc2ccc(=O)oc2c(O)c1OCC=C(C)C
→ 0.2	-2	8	-11	-5	8	i	-19	0.6	0
2	CCOc1ccc(N(CC(=O)NCCSc2ccccn2)S(=O)(=O)c2ccc(Cl)cc2)cc1
→ -0.5	-6	24	5	9	-4	-0.5	1.3	-0.8	-1
3	CC(C)C(=O)NC(=S)Nc1ccc(S(=O)(=O)NC(C)(C)C)cc1
→ -0.3	0	3	9	0	-8	-0.4	x	0.1	4
4	CC(C)CC(=O)NC(=S)NCc1ccccc1
→ 0.0	-11	0	3	-1	-12	-0.2	x	0.7	1
5	CCN(CC)S(=O)(=O)c1cc(NC(=O)c2ccc(Br)s2)ccc1C
→ -1.1	-6	8	-5	-1	10	-0.3	0.6	-0.2	3
6	CC(O)CN1CCN(C(=O)CN2C(=O)NC(c3ccccc3)(c3ccccc3)C2=O)CC1 (stereo not given)
→ -0.3	8	1	8	-17	9	0.3	-0.4	0.9	4
7	COc1cc(Cl)ccc1OCc1cc(C(=O)NCCCN2CCCC2=O)no1
→ 1.5	-4	2	-3	0	6	-0.3	1.1	0.1	-1
8	CC1CCN(C(=O)Cn2nnc(-c3ccc(C(C)C)cc3)n2)CC1
→ 1.3	5	41	-1	-1	19	-0.4	-3.2	-2.1	3
9	C[n+]1ccn(CC(=O)c2ccc(Cl)cc2)c1
→ -1.2	-8	8	0	-2	7	-2.6	x	-0.1	0
10	COc1cc(OC)cc(-c2n[nH]c(=S)n2-c2ccc3c(c2)OCCO3)c1
→ -0.8	-11	0	3	0	20	-0.3	0.5	0.4	-5
11	Cc1cc(Br)ccc1NC(=O)C1CCN(S(=O)(=O)c2cnc[nH]2)CC1
→ 0.6	-15	0	-2	1	24	-0.4	0.1	-0.4	-2
12	COCCN(C(=O)C(F)(F)F)C(C(=O)NC1CCCCC1)c1ccco1 (stereo not given)
→ 3.5	-16	-2	-7	0	6	3.7	x	-0.1	5
13	Cc1ccc(COc2coc(CO)cc2=O)cc1
→ -0.1	4	-1	18	-2	37	-0.7	x	0.2	0
14	CCOC(=O)Nc1ccc2c(c1)N(C(=O)CCCl)c1ccccc1[S@]2=O
→ 1.1	-9	-3	4	4	31	-0.6	2.1	0.8	-3
15	Cc1ccc2c(c1)NC(=O)C(CC(=O)Nc1ccc(CN3CCC(C)CC3)cc1)O2 (stereo not given)
→ 0.7	-3	6	x	-13	9	i	x	-1.1	-7
16	COc1ccc(C(=O)NC2(C(F)(F)F)N=C3SCCN3C2=O)cc1 (stereo not given)
→ -0.8	0	3	-2	-7	22	0.3	-0.9	1.3	6
17	Cc1ccc(S(=O)(=O)N(C)c2ccc(OC(=O)CN3C(=O)NC4(CCCC4)C3=O)cc2)cc1C
→ 1.3	-9	-4	13	x	x	-0.3	-0.1	x	x
18	CC1CCN(C(=O)CSc2nc3[nH]ncc3c(=O)[nH]2)CC1
→ 0.2	3&-10	-5	-1	4	37	-0.5	-2.9	0.4	3
19	Cc1cc(N)n(C2CCN(C)CC2)n1
→ -0.5	-4	1	4	-7	25	-0.1	x	-0.2	-4
20	CCn1c(C(=O)NC2CCC(C)CC2)cc2sccc21 (stereo not given)
→ -0.8	-14	-11	10	0	42	-0.3	-3.7	-0.8	-2
21	O=C(Nc1cc2c(ccc3ccccc32)oc1=O)C1CCCCC1
→ 0.1	-15	2	20	3	-11	-0.6	0.7	-0.2	-5
22	Cn1c(SCC(=O)N2CCCc3ccccc32)nnc1-c1ccccc1
→ -1.6	-12	-1	-3	-3	-3	-0.4	-0.4	0.0	-1
23	CC1CC(C)CN(C(=O)CCC(=O)Nc2nnc(C(C)C)s2)C1 (stereo not given)
→ -1.5	9	9	16	-1	1	i	1.0	0.3	2
24	CC(C)(C)c1ccc(C(=O)O)c(C(=O)c2ccccc2)c1
→ 0.2	5	-3	-6	0	18	i	0.8	1.0	4
25	Cc1ccsc1/C=N\NC(=O)CC(=O)NCc1ccccc1
→ 0.1	x	6	12	-14	17	1.4	4.0	-4.6	4
26	CN(C)C(CNC(=O)Cc1ccc([N+](=O)[O-])cc1)c1ccccc1 (stereo not given)
→ -0.5	10	-8	-4	-2	8	-0.4	0.3	-1.0	5
27	Fc1ccc(/C=N/NC2=Nc3cccc4cccc2c34)cc1
→ 6.1	x	-3	26	13	5	-0.2	x	12	3
28	NC(=O)c1c(NC(=O)Cn2nc(C(=O)O)c3ccccc3c2=O)sc2c1CCC2
→ 0.4	-10	4	-10	-2	-5	0.4	1.3	-1.0	-3
29	Cc1noc(C)c1CSc1nnc2scc(-c3ccccc3)n12
→ 1.9	-15&-4	5	-1	-9	11	-0.7	x	-0.1	-3
30	CC(C)(C)NC(=O)Nc1ccc(F)c(Cl)c1
→ -0.8	-10	0	-1	-3	5	0.1	0.6	0.6	4
31	COc1ccc(-c2nc(CS(=O)CC(=O)NC3CCCCC3C)c(C)o2)cc1OC (stereo not given)
→ -0.9	-13	17	1	-4	10	-0.3	1.0	0.8	-6
32	C[N+](C)(C)CC(=O)O
→ -1.3	-2	-3	0	-5	x	i	1.7	-0.9	x
33	Cc1csc(NC(=O)CSc2nnc(CCNC(=O)c3cccs3)n2C)n1
→ -0.1	4	7	2	-1	13	3.0	x	2.6	-3
34	CCOc1ccc(N2CC(C(=O)Nc3cc(C)on3)CC2=O)cc1 (stereo not given)
→ -0.1	-2	1	-11	1	18	-0.1	-0.2	-0.6	-1
35	CC(=O)Nc1ccc(C(=O)N2CC(=O)NC(=O)C2)cc1
→ -1.1	-13	1	-19	7	29	0.6	1.1	2.7	-1
36	COC(=O)c1ccccc1NC(=O)CN1CCC(NC(=O)c2ccc(C)cc2)CC1
→ 1.2	-9	-3	-3	-1	8	i	0.5	1.6	-5
37	N#Cc1cccc(S(=O)(=O)N2CCN(c3ccnc4cc(Cl)ccc34)CC2)c1
→ 1.3	-7	32	3	-2	-4	-0.6	-0.8	3.0	2
38	CCOC(=O)C1(Cc2ccccc2)CCCN(C(=O)c2ccc(-n3ccnc3)cc2)C1 (stereo not given)
→ -1.4	3	14	-6	-2	80	-0.6	-0.3	-2.2	-5
39	CCOc1ccc(-n2c(SCC(=O)NCc3ccco3)nc3c([nH]c4ccccc43)c2=O)cc1
→ 0.1	2&-4	-8	-4	-10	x	i	x	0.4	-2
40	Cc1ccccc1NC(=O)c1c2c(nc3ccccc13)CCC2
→ 1.2	-19	-6	6	-1	20	-0.6	0.9	0.4	0

# Values by screen from the list:
# CCHFV vOTU inh for nos. 12–16 → -7, 18, 4, x, -2
# PfHsp40 rescue for nos. 12–16 → 3.5, -0.1, 1.1, 0.7, -0.8
# 3CLpro inhibitor for nos. 12–16 → 5, 0, -3, -7, 6

# Carrying on:
# The line under a structure holds: PfHsp40 rescue	SSB-PriA inh	Y pestis TopoI	CCHFV vOTU inh	Anthrax LF prot	VHR inh abs	Vc quorum ag	TcdB GH inh	BoNT-A LC inh2	3CLpro inhibitor
41	O=C(CNS(=O)(=O)c1ccc(F)cc1)N1CCN(c2ccccc2)CC1
→ -0.8	-9	0	-2	3	26	i	4.6	0.2	-1
42	COc1c(C)cccc1C(=O)Nc1ccc(OCC(=O)N2CCOCC2)cc1C
→ -0.8	-19	7	10	2	18	11	-1.2	1.7	4
43	CC1=Nc2cc(C(=O)N3CCCC3)ccc2Sc2c(C)ccc(C)c21
→ 0.8	-6	26	16	2	34	0.7	4.7	1.5	1
44	CCOC(=O)Cc1csc(NC(=O)Nc2ccc(C)cc2)n1
→ -0.5	4	1	2	-2	5	-0.5	0.2	0.1	-4
45	COc1ccccc1NC(=S)NC(C)=O
→ 1.4	3	13	5	-1	11	-0.3	0.0	-0.4	5
46	COc1ccc(CCN(C)CC(O)c2ccccc2)cc1OC (stereo not given)
→ -0.3	-2	1	7	0	7	i	0.9	0.0	4
47	Cn1c(=O)c2c(nc(N/N=C/c3ccc(OC(=O)c4ccco4)cc3)n2Cc2ccccc2Cl)n(C)c1=O
→ -1.3	x	-11	x	-5	-2	-0.1	x	-3.9	6
48	O=C(NCc1ccccc1CN1CCCC1)c1cc2ccccc2o1
→ 0.7	-1	-6	4	-18	x	2.8	2.4	0.6	x
49	CCOC(=O)c1c(C)[nH]c(C(=O)COC(=O)c2ccc(N3CCCC3=O)cc2)c1C
→ -0.8	-1	4	-4	-9	-17	i	x	-0.6	-2
50	O=C1N(Cc2ccccc2)c2ccccc2OC1(F)F
→ x	x	-3	-3	-7	x	i	2.0	-0.2	x
51	COc1ccc(C(C)=O)cc1CSc1nc2nc(C)cc(C)n2n1
→ -1.9	-9	-4	-10	0	-15	-2.9	-1.0	2.3	6
52	Cc1cc(=O)n2nc(N3CCCC(C(=O)NCc4ccc(F)cc4)C3)sc2n1 (stereo not given)
→ 0.3	5	0	-11	2	13	-0.2	-0.1	0.0	-3
53	CC(=O)N1N=C(c2ccc(C)o2)CC1c1ccc(Br)cc1 (stereo not given)
→ -1.7	0	-1	4	-4	20	i	x	0.3	-2
54	O=C(O)CCCn1cc(NC(=O)COc2ccccc2F)cn1
→ -0.1	-5	4	14	-10	-8	i	1.5	-5.2	-6
55	Cc1ccc(-c2c[n+](CC(=O)N3c4ccccc4Sc4ccccc43)c3n2CCC3)cc1
→ 2.4	10	8	6	-2	-4	-0.2	1.0	0.4	3
56	COc1cc2[nH]c(=O)n(CCCCCC(=O)N3CCN(c4ccccn4)CC3)c(=O)c2cc1OC
→ 1.0	4	7	-5	u	43	i	-0.2	u	1
57	CC1=NN(S(=O)(=O)c2ccc(Cl)cc2Cl)C(=O)c2ccccc2O1
→ 1.3	-6	3	-5	0	23	i	1.7	-0.7	-1
58	CNC(=O)c1nc(C)c(C2(C)CC(c3cccc([N+](=O)[O-])c3)=NO2)s1 (stereo not given)
→ -0.7	9	-2	3	5	19	-0.3	1.6	-0.2	x
59	CS(=O)(=O)N1CCN(S(=O)(=O)c2ccccc2[N+](=O)[O-])CC1
→ -1.4	-18	10	7	-5	7	-0.4	1.0	-0.1	0
60	O=C1OC(Nc2ccc(F)cc2F)c2ccccc21 (stereo not given)
→ 1.3	0&-21	6	4	1	18	i	x	1.2	1
61	Cc1cc(OC(=O)c2c(F)cc(F)cc2F)nc(C)n1
→ -0.3	-5	6	-6	2	15	-1.2	0.1	0.0	3
62	CCOc1ccc(C(=O)O/N=C(\N)c2ccccn2)cc1OCC
→ -0.3	i	7	-2	-1	-19	1.7	2.1	-3.3	1
63	O=C(Cn1nnc2ccccc2c1=O)N1CCOCC1
→ -0.5	-10	-8	6	-4	-7	i	0.4	-0.2	6
64	CCc1oc2c(C)c(O)ccc2c(=O)c1-c1ccc2ccccc2n1
→ -1.2	5	21	13	-2	33	-0.4	x	-0.4	1
65	CCOC(=O)N1CCN(CC(=O)Nc2nc3ccc(OC)cc3s2)CC1
→ 11	4	4	6	12	-6	-0.9	2.4	-1.6	7
66	COCCSc1ccccc1C(=O)Nc1cc(C)cc(C)c1
→ 0.5	-9	10	13	-3	6	-0.2	1.7	-0.9	3
67	Cc1ccc(-n2c(CNc3ccc(F)cc3)nnc2SCC(=O)N2CCOCC2)cc1
→ 1.2	-6	-9	4	-2	27	-0.5	x	0.1	4
68	CCOCCOC(=O)c1cccc(NC(=O)OCC)c1
→ -1.8	-10	-6	-1	2	-21	x	x	0.1	-4
69	CCn1nnc(-c2ccccc2NS(=O)(=O)c2ccc(S(=O)(=O)N3CCCCCC3)cc2)n1
→ 2.7	-11	25	6	-2	8	-0.6	0.3	0.2	0
70	CCOC(=O)c1ccccc1NC1CC(=O)N(c2ccccc2C)C1=O (stereo not given)
→ 0.3	-21	7	-66	4	14	-0.4	x	-0.4	7
